Source: PubChem (National Center for Advancing Translational Sciences (NCATS))
POLK inh: qHTS for Inhibitors of Polymerase Kappa; DNA polymerase kappa (Homo sapiens), Q9UBT6; purified Pol kappa, fluorescent DNA synthesis assay, 10 min; Potency, µM (top dose mostly 107 µM), inactives show at the top dose activity, negative = inhibition, most hits filed as inhibitors; 0.53% of 400,000 active; AID 588579, 2011; also: potency is read from the fitted curve at half-maximal effect; % is scaled to controls: 0 for no effect and ±100 for the full control effect
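Here, compound and 10 nM enzyme are combined for 15 min at room temperature; adding 50 nM substrate (final) starts DNA synthesis, tracked by fluorescence at 0 and 10 min against buffer-only wells.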
RGS4 inhibitor: Inhibitors of Regulator of G Protein Signaling (RGS) 4: qHTS | Regulator of G-protein signaling 4 (Homo sapiens), P49798 | Transcreener GDP fluorescence polarization, RGS4-accelerated GTP hydrolysis | Potency, µM (top dose mostly 114 µM), for inactives: top-dose activity change, negative = inhibition, hits mostly inhibitors | 0.039% of 390,000 active; also: potency is read from the fitted curve at half-maximal effect; % is scaled to controls: 0 for no effect and ±100 for the full control effect; nearly all actives have a fitted effect of over 75% in size; some results filed as inactive show a strong effect at the top dose
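MLSMR compounds (23 nl, pin-transferred) preincubated 10 min at room temperature with a 500nM (2x) first reagent, then RGS4 at 900nM (2x) plus Transcreener GDP mix added; fluorescence polarization (620/688 nm) read before and after 90 min at 30 °C.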
Apoferritin bind: qHTS Assay for Identification of Novel General Anesthetics | apoferritin/1-aminoanthracene competitive binding, fluorescence | Potency, µM (top dose mostly 77.5 µM), for inactives: at the top dose activity change, negative = displacement, hits mostly inhibitors | 0.074% of 350,000 active; also: potency is read from the fitted curve at half-maximal effect; % is scaled to controls: 0 for no effect and ±100 for the full control effect; nearly all actives have a fitted effect of over 20% in size
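In PBS, apoferritin at 10 uM is loaded with 1-AMA from a 50% saturated solution. After 10 min of compound exposure at ambient temperature, reduced 535 nm fluorescence indicates probe displacement.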
ERG-DNA inh: qHTS for Small Molecule Inhibitors of the ERG Ets/DNA interaction. Transcriptional regulator ERG (Homo sapiens), P11308. fluorescence polarization, His-ERG Ets domain / labelled DNA. Potency, µM (top dose mostly 76.9 µM), inactives show at the top dose FP activity, negative = inhibition, usual class: inhibitors. 0.028% of 370,000 active. AID 624246, 2012; active = well fitted inhibition curve with a large enough effect in the polarisation, with a control signal flat; inconclusive = small, poorly fitted or top-dose-only effect, or effect the other way, or a change in a side signal; inactive = no such curve, though single readings can be large or run the other way; the % refers to the polarisation;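 also: polarization taken with two DNA probes labelled with fluorescein and Texas red; potency is read from the fitted curve at half-maximal effect; % of control where 0% means no effect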
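His-tagged ERG Ets domain (1 uM in the protein solution; 300mM KCl, 50mM Tris-HCl, 1mM EDTA, 1mM DTT, pH 7.5) received compound, then a probe mix of 5 nM fluorescein-DNA and 100nM Texas-615-DNA. Fluorescence polarization was read for both dyes.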
LDHA inh: qHTS assay for inhibitors of human lactate dehydrogenase; L-lactate dehydrogenase A chain (Homo sapiens), P00338; purified LDHA, NADH/diaphorase-resazurin fluorescence; active compounds read low; activity change, % (values are at about 110 or 230 µM); 0.15% of 480,000 active; in the data active = activity change below about -30%; inconclusive = mostly about -25% to -30%;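 also: plate controls were DMSO wells for no effect and wells without enzyme for full effect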
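Resorufin fluorescence (ex540/em590), read at 0 and 20 min after diaphorase/resazurin addition, reports the NADH left after a 5 min room-temperature reaction of 2 nM human LDH5 with 0.06 mM NADH and 0.2 mM pyruvate.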
APEX1 inh: qHTS Assay for Inhibitors of the Human Apurinic/apyrimidinic Endonuclease 1 (APE1). AID 2517, 2012. 0.35% of 350,000 active. DNA repair nuclease/redox regulator APEX1 (Homo sapiens), P27695. Potency, µM (series often up to 65.8 µM), inactives show top-dose activity change, negative = inhibition, usual class: inhibitors. recombinant APE1, TAMRA/BHQ-2 abasic DNA cleavage fluorescence;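 also: potency is read from the fitted curve at half-maximal effect; plate controls were vehicle for no effect and reference inhibitor for full effect; nearly all actives have a fitted effect of over 55% in size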
Target sequence (P27695 whole entry, looked up): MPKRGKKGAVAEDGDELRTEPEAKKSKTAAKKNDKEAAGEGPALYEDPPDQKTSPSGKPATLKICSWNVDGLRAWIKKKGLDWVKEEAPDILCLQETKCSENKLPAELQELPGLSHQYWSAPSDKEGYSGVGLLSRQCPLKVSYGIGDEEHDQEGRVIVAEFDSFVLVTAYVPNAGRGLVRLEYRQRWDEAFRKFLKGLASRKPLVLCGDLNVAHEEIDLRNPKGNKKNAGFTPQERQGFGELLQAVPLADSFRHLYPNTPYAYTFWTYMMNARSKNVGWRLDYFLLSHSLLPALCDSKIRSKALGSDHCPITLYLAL
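APE1 at 0.75 nM final was preincubated with compound 15 min at room temperature, then 50 nM double-stranded THF abasic-site substrate (5'-TAMRA/3'-BHQ-2) was added. Fluorescence (ex 525/em 598 nm) was read kinetically; third-minus-first read gave activity.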
Pol eta inh: qHTS for Inhibitors of Polymerase Eta | Potency, µM (top dose mostly 114 µM), without a hit: at the highest dose activity change, negative = inhibition, usual class: inhibitors | recombinant Pol eta, fluorescent DNA replication assay | DNA polymerase eta (Homo sapiens), Q9Y253 | 1.2% of 390,000 active; also: potency is read from the fitted curve at half-maximal effect; % is scaled to controls: 0 for no effect and ±100 for the full control effect
Target sequence (Q9Y253 whole entry, looked up): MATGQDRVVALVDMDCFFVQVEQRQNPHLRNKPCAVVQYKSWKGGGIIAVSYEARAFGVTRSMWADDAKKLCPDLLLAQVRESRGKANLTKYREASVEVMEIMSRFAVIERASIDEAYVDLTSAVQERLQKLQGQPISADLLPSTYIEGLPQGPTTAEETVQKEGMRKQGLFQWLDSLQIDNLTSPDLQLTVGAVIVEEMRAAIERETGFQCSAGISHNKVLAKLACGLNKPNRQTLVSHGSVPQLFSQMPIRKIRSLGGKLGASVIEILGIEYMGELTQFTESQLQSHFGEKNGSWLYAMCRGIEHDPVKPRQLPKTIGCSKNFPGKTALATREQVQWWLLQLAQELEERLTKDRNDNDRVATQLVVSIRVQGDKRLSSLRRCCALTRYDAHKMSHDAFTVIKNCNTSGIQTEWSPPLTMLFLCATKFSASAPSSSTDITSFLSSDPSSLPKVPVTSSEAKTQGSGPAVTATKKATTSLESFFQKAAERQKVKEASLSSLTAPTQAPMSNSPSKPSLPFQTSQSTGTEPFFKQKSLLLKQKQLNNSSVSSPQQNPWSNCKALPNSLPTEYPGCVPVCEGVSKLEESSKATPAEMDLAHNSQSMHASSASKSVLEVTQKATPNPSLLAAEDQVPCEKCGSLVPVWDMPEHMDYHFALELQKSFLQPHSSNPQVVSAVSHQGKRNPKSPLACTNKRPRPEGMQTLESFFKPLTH
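Fluorescent replication assay: 50 nM final substrate added after a 15 min room-temperature compound preincubation with 10 nM enzyme. Signal taken at 0 min and again at 10 min.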
ALOX12 inh: Primary qHTS assay for inhibitors of human arachidonate 12S-lipoxygenase (ALOX12): Round 2; AID 1671190, 2021; 1.1% of 580,000 active; Potency, µM (top dose mostly 108 µM), for inactives: at the highest dose activity change, negative = inhibition, hits mostly inhibitors; purified 12hLO, xylenol orange hydroperoxide absorbance; also: potency is read from the fitted curve at half-maximal effect; % is scaled to controls: 0 for no effect and ±100 for the full control effect
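Purified human 12hLO at 150 nM in 25 mM Hepes, 0.01% Triton X-100, pH 7.0, preincubated 15 min at room temperature with compound. Reaction started with 40 uM arachidonic acid, 30 min at room temperature. Hydroperoxide measured by Fe-xylenol orange, 573/405 nm absorbance ratio.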
POLB inh: qHTS Assay for Inhibitors of DNA Polymerase Beta; Pol beta primer extension/strand displacement, fluorescence kinetic; 1.3% of 340,000 active; Potency, µM (series often up to 114 µM), for the others: at the highest dose activity change, negative = inhibition, hits mostly inhibitors; also: potency is read from the fitted curve at half-maximal effect; % is scaled to controls: 0 for no effect and ±100 for the full control effect
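Curves were derived by four-parameter Hill fits of normalized qHTS data. The kinetic fluorescent primer-extension read was taken at 0 and 10 min after 50 nM substrate, following a 15 min room-temperature preincubation of 10 nM enzyme with compounds.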
* marks the source's active call; other numbers are inactive results; ? = inconclusive; nt = no result given; & = joins results of further samples; [ ] = another dose, or the depositor's remark. Unless noted, calls follow the shape of the dose curve; as a rule, active = well fitted curve in the direction sought with a large enough effect; inconclusive = small, poorly fitted or top-dose-only effect, or another doubt; inactive = no such curve, though single readings can be large; an effect the other way counts as inactive or inconclusive. An excerpt; count on the stated rates, not on these rows.

SMILES | POLK inh | RGS4 inhibitor | Apoferritin bind | ERG-DNA inh | LDHA inh | APEX1 inh | Pol eta inh | ALOX12 inh | POLB inh
CCOc1ccc(Br)cc1CNCCN1CCOCC1 | -14% | 37% | -6% | -2% | -5 | 3% | -12% | 2% | 22%
N#Cc1nc(-c2ccc(F)cc2)oc1NCCN1CCOCC1 | 7% | 3% | -4% | 1% | -1&-3 | -5% | -11% | 42%&-21%[activator] | 1%
Cc1ccccc1NC(=O)C(C)Sc1nnc(-c2ccncc2)n1CC1CCCO1 (centres undefined) | 3% | -8% | 0% | -8% | -1 | -2% | -9% | -4% | 8%
COc1ccccc1N1CCN(c2c3c(nc4nncn24)CCC3)CC1 | -4% | 19% | -1% | -2% | -4 | nt | nt | -14% | 32%
CC1(C)OC(c2ccccc2)=C/C(=C/C=N/NC(=O)c2ccncc2)O1 | -3% | -9% | ? | -7% | -7 | -5% | -11% | 1% | -4%
O=C(c1cccc(S(=O)(=O)N2CCOCC2)c1)N1CCCC(C(F)(F)F)C1 (centres undefined) | -9% | 4% | nt | -13% | -1 | 7% | -2% | -12% | nt
O=S(=O)(c1ccccc1)N1N=C(c2ccccc2)CC1c1ccccc1F (centres undefined) | -2% | -2% | -5% | -10% | -3 | 33% | -12% | 0% | -22%
COC(=O)c1nnn(-c2ccsc2C(=O)OC)c1C(=O)OC | -8% | -11% | -5% | 1% | -1 | -2% | -24% | 21% | 2%
CCc1ccccc1NC(=O)CN1CCN(C(=O)CNC(=O)Cc2cccc3ccccc23)CC1 | 2% | 3% | nt | 4% | 1 | 4% | -1% | ? | nt
COc1ccc2c(c1)[C@@H]1[C@H](CO2)[C@H](c2ccccc2)[C@]2(C)C(=O)NCC(=O)N12 | -8% | -12% | nt | -3% | 4 | -15% | -13% | 10% | nt
Cc1ccc2c(c1)[C@H]1[C@H](CO2)[C@H](c2ccccc2)[C@]2(C)C(=O)N(CC3CCCO3)CC(=O)N12 (some centres undefined) | 11% | -10% | nt | -11% | -8 | 7% | -21% | 11% | nt
O=S(=O)(c1ccc(-c2ccno2)s1)N1CCCCC1 | -5% | 12% | -13% | -18% | -1 | 37% | -6% | 39%[activator] | 5%
COc1ccc(-c2nnc(NC(=O)c3ccc([N+](=O)[O-])o3)o2)c(OC)c1 | -5% | 20% | -8% | -9% | -2 | -4% | 9% | 433%[activator] | -10%
CC(=O)c1c(O)cc(C)n(-c2ccc(F)cc2)c1=O | -22% | -15% | -1% | -8% | -3 | 2% | -17% | ? | -2%
Cc1ccc(C(=O)Nc2ccccc2SCC2CSc3nc4ccccc4c(=O)n32)cc1 (centres undefined) | -3% | ? | ? | 5% | -4 | -1% | -16% | 19% | 7%
COc1ccc(-c2oc3cccnc3c2-c2ccc(OC)nc2)cc1 | 1% | 1% | -4% | 3% | 3 | -15% | -11% | ? | 6%
COC(=O)C1(O)CC(C(C)C)=NN1C(=O)c1ccccc1 (centres undefined) | -10% | 11% | -3% | 7% | -4 | 2% | 2% | -19% | 6%
Cc1ccccc1C(=O)Oc1cc(N)n(S(C)(=O)=O)n1 | -5% | 14% | -9% | -1% | -20 | -5% | -9% | 0% | -26%
Cc1cccc(C)c1NC(=O)CCn1cnc2ccccc2c1=O | -8% | -68%[56.9 µM] | -5% | 3% | 1 | -2% | -16% | -9% | -27%
CSc1ccccc1C(=O)NCc1ccc2c(c1)OCO2 | -8% | 4% | 25% | 3% | -2 | -9% | 3% | 24% | 4%
COC(=O)CCCCCCCCC(=O)Nc1nc2ccccc2s1 | -25% | 7% | -12% | -6% | -6 | -5% | 8% | 0% | -1%
O=C(Nc1ccc(C(F)(F)F)cc1)C1CCCN1S(=O)(=O)c1cccc2cccnc12 (centres undefined) | -16% | 19% | ? | 0% | -4 | 9% | -11% | 11% | 17%
O=C(COC(=O)C12CC3CC(CC(C3)C1)C2)Nc1ccc([N+](=O)[O-])cc1Br | -2% | 17% | -6% | 0% | 0 | 19% | -20% | 9% | -16%
CC12CCC(C(=O)Nc3ccc(SC(F)F)cc3)(CC1=O)C2(C)C (centres undefined) | -11% | 3% | -22% | nt | -4 | -3% | -16% | 21% | -8%
NN=C(c1ccccc1)c1ccccc1 | -17% | -11% | nt | -1% | -10 | nt | -17% | 122%[activator] | nt

Only LDHA inh and RGS4 inhibitor (three entries from above):
canonical_smiles | LDHA inh | RGS4 inhibitor
COC(=O)CCCCCCCCC(=O)Nc1nc2ccccc2s1 | -6 | 7%
CC1(C)OC(c2ccccc2)=C/C(=C/C=N/NC(=O)c2ccncc2)O1 | -7 | -9%
CCOc1ccc(Br)cc1CNCCN1CCOCC1 | -5 | 37%

Returning to the listing; the two compounds before the break are reprinted first.
SMILES | POLK inh | RGS4 inhibitor | Apoferritin bind | ERG-DNA inh | LDHA inh | APEX1 inh | Pol eta inh | ALOX12 inh | POLB inh
CC12CCC(C(=O)Nc3ccc(SC(F)F)cc3)(CC1=O)C2(C)C (centres undefined) | -11% | 3% | -22% | nt | -4 | -3% | -16% | 21% | -8%
NN=C(c1ccccc1)c1ccccc1 | -17% | -11% | nt | -1% | -10 | nt | -17% | 122%[activator] | nt
CN(CC1CCCN(CCc2cccc(C(F)(F)F)c2)C1)C(=O)c1ccc2nc[nH]c2c1 (centres undefined) | -12% | -5% | 1% | 2% | -3 | 43% | -19% | 1% | 1%
CCCCc1nc2ccccc2c(NC(=O)CN(CC)CC)c1CCC | -3% | -24% | -17% | -3% | -16 | 1% | -13% | ? | 2%
Cc1cc2c(c(SCC(=O)NCc3ccccc3Cl)n1)C(=O)OC2 | -3% | 12% | -22% | 2% | -7 | -4% | -7% | 40%[activator] | -8%
CC(=O)Nc1ccc(S(=O)(=O)Nc2ccc(C)c([N+](=O)[O-])c2)cc1 | -5% | 0% | -11% | 1% | -1 | -5% | -20% | 9% | -10%
O=C(OCN1C(=O)c2ccccc2C1=O)/C(=C\c1ccco1)NC(=O)c1ccccc1 | -43% | -17% | -21% | 1% | -1 | -2% | ? | -23% | 17%
O=C(c1ccco1)N1CCN(C(=O)c2cc3c(=O)oc4ccccc4c3s2)CC1 | -5% | 5% | -5% | -3% | -7 | 0% | ? | nt | -1%
O=C(Cc1ccc2c(c1)CCCC2)Nc1ccccc1Br | -8% | -32% | ? | nt | -16 | -6% | -11% | ? | 0%
O=C(CN1CCCc2ccccc21)NCc1ccccc1Cl | -2% | 5% | 9% | 5% | -1 | -3% | -10% | -22% | 18%[57.1 µM]
CCCc1nc(SCC(=O)c2ccc(OC)cc2)c2ccccc2n1 | 7% | -29% | ? | -5% | -3 | 0% | -23% | -6% | ?
COc1ccccc1NC(=O)Cn1c(=O)n(CC2CCC(C(=O)NCCc3ccccc3)CC2)c(=O)c2ccccc21 (centres undefined) | 5% | -7% | -7% | 7% | -14 | nt | 3% | -27% | -2%
COc1ccc(CCNCc2ccc(OCC(=O)N3CCCCC3)c(OC)c2)cc1OC | -18% | -13% | -11% | 9% | -9 | 4% | -7% | 1% | 14%
Fc1cccc2ncnc(OCc3ccccc3)c12 | -2% | -10% | -21% | 4% | -8 | -3% | -5% | 0% | 12%
CCOc1ccccc1CNC(=O)CSc1n[nH]c(-c2ccccc2)n1 | -3%[60.1 µM] | 18% | -12% | 4% | 3 | nt | -10% | -10% | 0%
COc1cccc(NC(=O)CN(C)C(=O)c2ccc(OCc3ccccc3)c(OC)c2)c1 | -17% | 12% | nt | -6% | 0 | -9% | -19% | 1% | nt
COC(=O)C1=C(C)n2nnnc2NC1c1cc2ccccc2o1 (centres undefined) | -13% | 12% | -11% | 1% | -2 | -8% | -3% | -27% | 12%
Cn1c(=O)n(C)c2cc(S(=O)(=O)N3CCCc4ccccc43)ccc21 | -13% | 17% | -7% | -9% | 1 | 14% | -6% | -7% | -15%
COc1cc(/C=C/C(=O)OC(C)C(=O)Nc2c(C)n(C)n(-c3ccccc3)c2=O)ccc1OCC#N (centres undefined) | -9% | 6% | -2% | 5% | -6 | 5% | -1% | -10% | -14%

Gathered by group, the compounds so far containing a Cl atom
SMILES | POLK inh | RGS4 inhibitor | Apoferritin bind | ERG-DNA inh | LDHA inh | APEX1 inh | Pol eta inh | ALOX12 inh | POLB inh
Cc1cc2c(c(SCC(=O)NCc3ccccc3Cl)n1)C(=O)OC2 | -3% | 12% | -22% | 2% | -7 | -4% | -7% | 40%[activator] | -8%
O=C(CN1CCCc2ccccc21)NCc1ccccc1Cl | -2% | 5% | 9% | 5% | -1 | -3% | -10% | -22% | 18%[57.1 µM]
